MazEF act: activators of E. coli MazEF toxin-antitoxin RNase, primary screen, biochemical, fluorescence, uHTS; activation, % at 20 µM; 350,000 tested, 0.32% active; Endoribonuclease toxin MazF (Escherichia coli (strain K12)), P0AE70; AID 504720, 2011; FAM/BHQ RNA-DNA oligo cleavage fluorescence, 5 h; in the data active means activation above about 50%
Target sequence (P0AE70 whole entry, looked up): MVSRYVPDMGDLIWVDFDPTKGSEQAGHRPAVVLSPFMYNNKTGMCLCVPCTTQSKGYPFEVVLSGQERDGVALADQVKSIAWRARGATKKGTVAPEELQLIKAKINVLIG
FBA Mtb inh: Mtb FBA enzyme inhibitors, primary screen, biochemical, fluorescence, strain H37Rv. Fructose-bisphosphate aldolase (Mycobacterium tuberculosis (strain ATCC 25618 / H37Rv)), …. purified M. tuberculosis FBA, fluorescence read-out. inhibition, % at 1 µM. 360,000 tested, 2.3% active. AID 588726, 2011; in the data active means inhibition above about 27%;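 further: 0% = vehicle and 100% = reference inhibitor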
Target sequence (P9WQA3 whole entry, looked up): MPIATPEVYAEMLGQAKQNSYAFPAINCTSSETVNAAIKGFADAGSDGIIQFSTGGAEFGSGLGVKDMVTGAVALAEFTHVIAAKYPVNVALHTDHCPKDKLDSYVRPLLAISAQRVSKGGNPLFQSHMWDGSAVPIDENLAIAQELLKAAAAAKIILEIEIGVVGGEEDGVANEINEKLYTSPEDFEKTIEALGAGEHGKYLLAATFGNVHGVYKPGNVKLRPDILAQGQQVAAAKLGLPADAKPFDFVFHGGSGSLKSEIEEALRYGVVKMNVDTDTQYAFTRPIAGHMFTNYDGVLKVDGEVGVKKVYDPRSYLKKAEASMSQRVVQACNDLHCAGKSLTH
BoNT-F LC inh: BoNT/F light chain protease inhibitors, primary screen, biochemical, flow cytometry, MLPCN library. Multiplex microsphere protease cleavage assay. inhibition, % at 10 µM. 360,000 tested, 0.22% active. AID 588497, 2011; in the data active means inhibition above about 35%, passing the limit was not always enough; inconclusive means no clear call, values can overlap the other calls; further: plate controls were buffer without enzyme for full effect and enzyme alone for no effect
BioA inh: M. tuberculosis BioA enzyme inhibitors, primary screen, biochemical, plate reader, single point, HTS; 7,8-diaminopelargonic acid synthase BioA (Mycobacterium tuberculosis); purified M. tuberculosis BioA enzyme; inhibition, % at 9.99 µM; 360,000 tested, 0.096% active; AID 602481, 2012; in the data active means inhibition above about 40%; inconclusive means no clear call, values can overlap the other calls
Rv3671c inh: Rv3671c serine protease inhibitors, primary screen, biochemical, fluorescence polarization, M. tuberculosis H37Rv. inhibition, % at 5.96 µM. AID 2606, 2010. 320,000 tested, 0.048% active. P9WHR9; in the data active means inhibition above about 38%;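 further: extracellular domain of Rv3671c used as enzyme; 0% = enzyme with DMSO and 100% = no enzyme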
Target sequence (P9WHR9 whole entry, looked up, the tested form may be a part): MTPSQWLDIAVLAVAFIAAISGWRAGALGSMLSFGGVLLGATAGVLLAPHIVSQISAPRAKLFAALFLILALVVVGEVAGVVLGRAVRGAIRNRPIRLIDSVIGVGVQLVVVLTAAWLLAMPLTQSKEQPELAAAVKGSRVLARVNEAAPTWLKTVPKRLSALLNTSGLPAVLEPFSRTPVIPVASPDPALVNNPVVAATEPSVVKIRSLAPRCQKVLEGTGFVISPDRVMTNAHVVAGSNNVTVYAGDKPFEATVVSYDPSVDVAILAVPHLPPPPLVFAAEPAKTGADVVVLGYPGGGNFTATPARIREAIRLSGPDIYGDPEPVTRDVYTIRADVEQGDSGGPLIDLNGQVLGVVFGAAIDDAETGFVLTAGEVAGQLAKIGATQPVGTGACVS
DUSP3 inh: VHR1 phosphatase inhibitors, primary screen, biochemical, absorbance, uHTS; Dual specificity protein phosphatase 3 (Homo sapiens), P51452; recombinant VHR phosphatase, pNPP absorbance; inhibition, % at 13.3 µM; 290,000 tested, 0.52% active; AID 1654, 2009; in the data active means inhibition above about 50%; further: some compounds called inactive have numbers as strong as hits
Target sequence (P51452 whole entry, looked up): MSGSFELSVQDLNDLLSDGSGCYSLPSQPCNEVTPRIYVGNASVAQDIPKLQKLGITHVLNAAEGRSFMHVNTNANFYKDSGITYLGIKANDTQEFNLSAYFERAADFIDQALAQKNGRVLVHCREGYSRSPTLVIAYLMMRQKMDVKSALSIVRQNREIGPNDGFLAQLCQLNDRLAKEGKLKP
CCHFV vOTU inh: CCHFV vOTU protease inhibitors, primary screen, biochemical, Pep-AMC substrate, fluorescence; 370,000 tested, 0.55% active; inhibition, % at 11.5 µM; further: 0% = vehicle wells with enzyme and 100% = no enzyme wells
FadD28 FP inh: inhibitors of FadD28 bisubstrate probe binding, primary screen, biochemical, fluorescence polarization, single point. Mycobacterium tuberculosis FadD28 fatty-acid-AMP ligase. inhibition, % at 12.5 µM. 360,000 tested, 0.22% active. AID 588549, 2011; in the data active means inhibition above about 8.5%, passing the limit was not always enough; inconclusive means no clear call, values can overlap the other calls
GDH-TPI inh: GDH-TPI coupling enzyme inhibitors, primary screen, artefact control for M. tuberculosis FBA inhibitor project, biochemical, absorbance, full deck. 360,000 tested, 1.2% active. AID 588335, 2011. inhibition, % at 4.8 µM. GDH-TPI coupled enzyme counterscreen, NADH absorbance;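 further: 0% = DMSO wells and 100% = wells lacking the enzyme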
Mtb UGM inh: M. tuberculosis UGM enzyme inhibitors, primary screen, biochemical, fluorescence polarization, single point | purified UGM, fluorescence polarization probe displacement | inhibition, % at 10 µM | 320,000 tested, 0.06% active | AID 504406, 2011; in the data active means inhibition above about 10%, passing the limit was not always enough; inconclusive means no clear call, values can overlap the other calls
The depositor's hits bear a star; u = inconclusive; x = not tested or not shown. Unless noted, no stated cut-off is given here; in the data, active means inhibition above about 30%; inactive means the rest.

SMILES	MazEF act	FBA Mtb inh	BoNT-F LC inh	BioA inh	Rv3671c inh	DUSP3 inh	CCHFV vOTU inh	FadD28 FP inh	GDH-TPI inh	Mtb UGM inh
CC(C)(C)c1nn(-c2ccccc2)c2nc(Cl)c(C=O)cc12	-23	-1	-10	-1.7	6	32	x	-0.2	-1	0.2
Cc1cc(/C=C2\C(=N)N3N=C(S(C)(=O)=O)SC3=NC2=O)c(C)n1Cc1ccccc1	12	2	-4	x	-4	6	-4	0.8	25	0.9
Cc1cccc(NC(=O)COC(=O)c2cccs2)c1C	9	-4	-14	-1.9	3	31	-1	-0.9	-7	-1.4
O=S(=O)(c1cc(Cl)cc(Cl)c1)N1CCC2CC1c1cc(Cl)ccc12 (configuration not stated)	-2	2	5	-1.6	x	x	3	-4.3	8	x
CN1CCc2c(sc(NC(=O)c3ccc(C(=O)c4ccccc4)cc3)c2C(N)=O)C1	-12	-1	-2	-3.2	-14	27	9	-2.0	6	5.0
CC(C)(C)C(=O)Nc1sc2c(c1-c1nc3ccccc3[nH]1)CCCC2	0	83*	8	-2.0	5	-25	-14	-2.6	19	-2.8
O=C(c1ccccc1)N(Cc1ccccc1)c1ccccn1	-2	-1	-6	-0.7	-2	-1	-4	-1.5	-2	0.4
CCOC(=O)C1CCN(C(=O)C(C)Sc2nnc3ccccn23)CC1 (configuration not stated)	1	10	-3	-2.1	4	x	22	-0.2	8	0.4
O=C(CN1C(=O)NC2(CCCC2)C1=O)Nc1nc(-c2ccc(F)cc2)cs1	6	-2	-7	-1.1	-3	48	-6	-3.3	1	-1.5
CC(=O)c1cc(Cc2csc(C(C)=O)c2)cs1	3	0	-22	4.5	4	14	6	-1.9	4	2.0
CSC1=C(C#N)C(=O)NC(c2ccccc2O)S1 (configuration not stated)	-6	-4	u	x	10	8	-5	-2.2	25	-2.5
CS(=O)(=O)Nc1ccc(C2=NN(C(=O)c3ccco3)C(c3ccc(F)cc3)C2)cc1 (configuration not stated)	-6	74*	5	x	-4	8	12	-1.8	30	4.6
O=C(CNC(=O)c1ccccc1F)OCCCOC(=O)CNC(=O)c1ccccc1F	-2	4	-164	x	2	x	-1	-1.9	-3	-2.2
O=C(CN1CCN(S(=O)(=O)c2ccccc2F)CC1)Nc1ccccc1C(=O)c1ccccc1	-8	0	0	1.0	-6	22	6	-1.8	6	0.3
O=C(O)c1cc2n(n1)C(C(F)(F)F)CC(c1ccco1)N2 (configuration not stated)	0	-14	1	0.5	3	0	2	-4.3	-8	-2.8
COC(=O)c1ccc2c(=O)n(-c3ccccc3F)c(=S)[nH]c2c1	3	0	-2	x	11	6	-7	-2.5	-6	-3.5
CCOc1cccc(NC(=O)C2CC(=O)N(C)C(=Nc3cccc(F)c3)S2)c1 (configuration not stated)	-6	-2	-14	4.8	-13	-8	16	-3.1	4	0.4
Cc1ccc(C(=O)C2=C(O)C(=O)N(Cc3ccco3)C2c2cccc(Br)c2)o1 (configuration not stated)	-4	-2	-7	0.2	-9	-16	27	0.2	15	0.2
N#CCC(=O)Nc1ccc(C(=O)OCC(=O)Nc2ccccc2-c2ccccc2)cc1	11	1	-1	x	-15	6	-3	-1.8	0	-2.2
CN(C)c1cccc2c(S(=O)(=O)N3CCOCC3)cccc12	3	2	8	-0.7	0	8	3	-3.0	15	1.9
C=CCO/N=C/C1=C(O)C(C(=O)OC)C(C)(C)CC1=O (configuration not stated)	6	1	-4	x	-14	19	-3	1.7	2	-0.1
Cn1c(=O)cc(SCC(=O)NCCCN2CCOCC2)c2ccc(Cl)cc21	8	4	6	0.2	3	19	-16	-0.2	16	-1.0
CCn1cc(CCCC(=O)NCc2cccnc2)c2ccccc21	-11	0	8	0.7	x	-3	12	-2.8	-10	3.0
COc1ccc(N(CC(=O)N2CCN(Cc3ccccc3)CC2)S(C)(=O)=O)cc1OC	14	0	-1	-2.5	-1	13	-16	0.4	9	-0.4
CC(C)N(C(=O)CSc1nnc(Cc2csc(Nc3ccccc3)n2)o1)C(C)C	-14	-1	-2	-13	-8	-6	7	-0.3	6	3.0
COc1ccc2cc(-c3cccnc3)ncc2c1	-3	21	1	29	-4	x	9	-1.9	26	-0.6
CCC(CO)NCc1ccc(-c2ccccc2)cc1 (configuration not stated)	12	-2	-4	-0.3	-2	10	-19	-4.7	-2	-0.2
Cn1c(SCC(=O)NNC(=O)c2ccccc2)nnc1C1CC1	9	-3	-6	-0.8	-5	36	-10	0.0	-1	0.0
CCCSc1nsc(SCCC)c1C#N	-11	0	-5	-2.1	8	19	-5	-1.6	9	-2.8
COc1ccccc1-c1cc(C(=O)N/N=C/c2ccc(C)o2)c2ccccc2n1	8	0	1	-0.6	x	25	9	2.3	49*	x
CCOC(=O)c1sc(=NC(=O)COc2ccc(Cl)cc2)n(C)c1C	1	5	-6	x	-4	12	-6	0.6	7	2.9
CCc1ccc(-c2csc3ncn(CC)c(=O)c23)cc1	6	-1	-5	-0.7	-6	22	7	-2.4	5	-0.2
CN(C)c1nc(-c2cccnc2)nc(-c2ccccc2)c1C#N	1	4	-1	3.7	x	20	-3	0.8	6	2.1
CCOc1ccc(NC(=O)c2cccs2)c([N+](=O)[O-])c1	-10	-3	9	-1.2	2	22	-1	-1.5	7	-1.0
CCOC(=O)N1CCC(NC(=O)C(NS(=O)(=O)c2ccc3c(c2)CCN3C(C)=O)C(C)C)CC1 (configuration not stated)	9	-1	-8	-1.6	3	-8	5	1.2	6	-0.5
COc1ccc(-c2nc(N)nc(C(F)(F)F)c2-c2csc(C)n2)c(O)c1	7	5	-3	x	1	-4	24	-0.5	17	1.8
CN1CCN(C(=O)COc2ccc3ccccc3c2Br)CC1	0	2	-9	1.4	1	12	-10	0.3	0	1.9
CCOC(=O)c1c(C)[nH]c(C(=O)COC(=O)/C=C/c2ccc3c(c2)OCO3)c1C	-1	3	-29	x	3	27	-6	0.2	9	-0.7
OC1C[N+]2(CCCCC2)C1	4	-5	-11	-0.9	5	-13	-16	-2.4	-11	-0.4
COC(=O)c1cc(=O)c2c(C)nc(C(Cl)(Cl)Cl)nc2[nH]1	-19	7	24	x	-3	6	5	-1.0	7	-0.3

Exported comma-delimited: entries from further up.
compound,MazEF act,FBA Mtb inh,BoNT-F LC inh,BioA inh,Rv3671c inh,DUSP3 inh,CCHFV vOTU inh,FadD28 FP inh,GDH-TPI inh,Mtb UGM inh
Cn1c(SCC(=O)NNC(=O)c2ccccc2)nnc1C1CC1,9,-3,-6,-0.8,-5,36,-10,0.0,-1,0.0
CCCSc1nsc(SCCC)c1C#N,-11,0,-5,-2.1,8,19,-5,-1.6,9,-2.8
COc1ccccc1-c1cc(C(=O)N/N=C/c2ccc(C)o2)c2ccccc2n1,8,0,1,-0.6,x,25,9,2.3,49*,x
CCOC(=O)c1sc(=NC(=O)COc2ccc(Cl)cc2)n(C)c1C,1,5,-6,x,-4,12,-6,0.6,7,2.9
CCc1ccc(-c2csc3ncn(CC)c(=O)c23)cc1,6,-1,-5,-0.7,-6,22,7,-2.4,5,-0.2
CN(C)c1nc(-c2cccnc2)nc(-c2ccccc2)c1C#N,1,4,-1,3.7,x,20,-3,0.8,6,2.1
CCOc1ccc(NC(=O)c2cccs2)c([N+](=O)[O-])c1,-10,-3,9,-1.2,2,22,-1,-1.5,7,-1.0
CCOC(=O)N1CCC(NC(=O)C(NS(=O)(=O)c2ccc3c(c2)CCN3C(C)=O)C(C)C)CC1 (configuration not stated),9,-1,-8,-1.6,3,-8,5,1.2,6,-0.5
COc1ccc(-c2nc(N)nc(C(F)(F)F)c2-c2csc(C)n2)c(O)c1,7,5,-3,x,1,-4,24,-0.5,17,1.8
CN1CCN(C(=O)COc2ccc3ccccc3c2Br)CC1,0,2,-9,1.4,1,12,-10,0.3,0,1.9
CCOC(=O)c1c(C)[nH]c(C(=O)COC(=O)/C=C/c2ccc3c(c2)OCO3)c1C,-1,3,-29,x,3,27,-6,0.2,9,-0.7
OC1C[N+]2(CCCCC2)C1,4,-5,-11,-0.9,5,-13,-16,-2.4,-11,-0.4
COC(=O)c1cc(=O)c2c(C)nc(C(Cl)(Cl)Cl)nc2[nH]1,-19,7,24,x,-3,6,5,-1.0,7,-0.3

(more compounds)
SMILES	MazEF act	FBA Mtb inh	BoNT-F LC inh	BioA inh	Rv3671c inh	DUSP3 inh	CCHFV vOTU inh	FadD28 FP inh	GDH-TPI inh	Mtb UGM inh
COc1cccc(CN2CCN(Cc3ccc(C)o3)CC2CCO)c1 (configuration not stated)	3	-5	-6	-0.6	2	25	11	-1.0	11	1.0
CC(OC(=O)CCc1nc2ccccc2c(=O)[nH]1)C(=O)Nc1cccc(C(F)(F)F)c1 (configuration not stated)	-2	-1	-5	-0.1	-3	x	4	-2.3	3	-2.0
Cn1nc(-c2ccccc2)c(CO)c1Oc1cccc(C(F)(F)F)c1	4	2	27	x	2	16	14	-1.2	-4	-3.2
CC1(C)CC(=O)C=C(NCCCN2CCCC2=O)C1	-1	6	-4	-2.2	-12	x	0	0.8	-2	0.4
CCCCNC(=O)c1cc(-c2ccc3c(c2)OCO3)on1	-8	3	1	x	-11	-29	-15	-2.6	3	2.5
CC1CCc2nc(NC(=O)Cc3cccs3)sc2C1 (configuration not stated)	9	2	-7	2.7	-4	15	4	-8.9	-3	2.0
COC(=O)C(Cc1cncn1COCc1ccccc1)NC(=O)OC(C)(C)C (configuration not stated)	-6	0	1	0.2	2	11	-6	-2.8	6	2.9
O=C(CSc1nnc2ccc(-c3ccccn3)nn12)NCCc1ccccc1	-7	3	6	-1.3	-2	x	-4	0.8	15	4.8
COCc1cc(C)[nH]c(=O)c1C#N	4	66*	-4	-1.0	6	33	-31	0.5	18	2.4
CCOc1ccc(NC(=O)CCNC(=O)c2ccco2)cc1	4	-1	-9	-0.8	-2	25	-12	-1.8	-3	3.4
Cc1ccc(CSCC(=O)N2CCCC2)cc1	-1	4	-4	0.9	-9	11	7	-0.3	-4	2.4
COc1ccc2[nH]cc(CCNC(=O)Cn3cc(C)c(=O)[nH]c3=O)c2c1	10	1	0	-0.5	x	x	-2	-2.4	4	x
Cc1nc(SCC(=O)Nc2cc(Cl)ccc2[N+](=O)[O-])nc(C)c1C	-3	-4	-9	3.1	-8	4	5	-1.9	3	-1.3
COc1ccc2nc(C)cc(N/N=C/c3ccccc3)c2c1	-24	4	-36	2.2	-2	x	x	-0.8	0	0.8
COc1ccc(S(=O)(=O)N2CCCCC2)cc1NC(=O)CCCNC(=O)c1ccc(Cl)cc1	8	3	-1	1.5	-4	x	-6	-0.8	2	0.8
COC(=O)c1ccc(COC(=O)CSCC(=O)Nc2ccc(C)cc2C)cc1	0	4	-4	0.1	-2	x	-4	-0.8	3	-1.1
CC(=O)Nc1nc(Cn2nnc(-c3ccc4c(c3)OCO4)n2)nc(N(C)C)n1	9	-2	-2	x	-2	-14	0	-2.0	-10	1.7

2 compounds picked at random from the list so far, as already listed:
SMILES	MazEF act	FBA Mtb inh	BoNT-F LC inh	BioA inh	Rv3671c inh	DUSP3 inh	CCHFV vOTU inh	FadD28 FP inh	GDH-TPI inh	Mtb UGM inh
COc1ccc(N(CC(=O)N2CCN(Cc3ccccc3)CC2)S(C)(=O)=O)cc1OC	14	0	-1	-2.5	-1	13	-16	0.4	9	-0.4
CC(C)N(C(=O)CSc1nnc(Cc2csc(Nc3ccccc3)n2)o1)C(C)C	-14	-1	-2	-13	-8	-6	7	-0.3	6	3.0

Screens (PubChem)
